# Bioassay records as filed in PubChem.
# APJ antagonist: blocks the human apelin receptor APJ | CHO-K1 APJ beta-arrestin complementation, luminescence | AID 2521 | P35414 | inhibition, % at 20 µM | 330,000 compounds, 0.32% hits;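 active = inhibition above about 40% at 20 µM, limit read from the data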;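 note: cells challenged with 10 nM apelin-13 agonist together with compound; plate controls were apelin-13 plus DMSO wells for no effect and DMSO wells lacking apelin-13 for full effect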
# Target sequence (P35414 whole entry, looked up): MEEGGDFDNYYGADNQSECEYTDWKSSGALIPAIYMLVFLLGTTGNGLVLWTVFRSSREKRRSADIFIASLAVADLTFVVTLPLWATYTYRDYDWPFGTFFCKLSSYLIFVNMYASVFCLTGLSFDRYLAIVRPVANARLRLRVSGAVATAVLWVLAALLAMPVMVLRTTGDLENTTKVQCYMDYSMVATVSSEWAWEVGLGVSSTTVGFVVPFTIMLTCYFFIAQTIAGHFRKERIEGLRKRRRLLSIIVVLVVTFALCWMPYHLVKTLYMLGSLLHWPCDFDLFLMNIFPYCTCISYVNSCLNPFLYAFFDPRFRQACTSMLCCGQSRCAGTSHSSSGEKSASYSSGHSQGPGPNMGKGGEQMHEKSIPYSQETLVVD
# Gli-Sufu block: blocks Gli-Sufu signaling in a luciferase reporter | Sufu-KO-LIGHT fibroblasts, Gli luciferase reporter luminescence | inhibition, % at 5 µM | 340,000 compounds, 0.74% hits;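 active = inhibition above about 55%, limit read from the data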;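 note: 0% = DMSO-treated cells and 100% = wells with medium but no cells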
# UBC13 inh: blocks human UBC13 polyubiquitin chain formation. 330,000 compounds, 0.47% hits. TR-FRET. P61088. inhibition, % at 20 µM; in the data active = inhibition above about 45%, passing the limit was not always enough
# Target sequence (P61088 whole entry, looked up): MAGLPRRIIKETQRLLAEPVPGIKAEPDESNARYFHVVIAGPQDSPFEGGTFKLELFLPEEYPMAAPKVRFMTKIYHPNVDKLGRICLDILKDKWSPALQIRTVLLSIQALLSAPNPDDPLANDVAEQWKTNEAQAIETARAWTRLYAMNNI
# Jurkat NFkB inh: lowers PMA/ionomycin-induced NF-kB signal in Jurkat cells; PMA/ionomycin-induced NF-kB luciferase reporter, luminescence; 330,000 compounds, 0.53% hits; inhibition, % at 4 µM; in the data active = inhibition above about 50%
# 697 NFkB inh: lowers PMA/ionomycin-induced NF-kB signal in 697 B cells. 330,000 compounds, 0.33% hits. 697 B-cell NF-kB luciferase reporter, 16 h. inhibition, % at 4 µM; in the data active = inhibition above about 35%
# EBI2 antag: EBI2 (human) antagonism | P32249 | EBI2 beta-arrestin recruitment, luminescence, 7a,25-OHC stimulated | inhibition, % at 5 µM | 360,000 compounds, 0.81% hits | AID 651636; in the data active = inhibition above about 38%;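 note: enzyme fragment complementation signal reports receptor beta-arrestin coupling in cells; 0% = agonist plus DMSO wells and 100% = wells without agonist; some results beyond the cut were filed as inactive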
# CXCR6 inh: inhibitors of human CXCR6 receptor; CHO-K1 PathHunter CXCR6 beta-arrestin, luminescence; AID 602244; O00574; inhibition, % at 20 µM; 360,000 compounds, 0.36% hits; in the data active = inhibition above about 34%, passing the limit was not always enough;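 note: antagonist mode with CXCL16 agonist at 10 nM final; 0% = 10 nM CXCL16 with DMSO and 100% = unstimulated wells without agonist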
# CCR6 antagonist: antagonists of human CCR6 receptor | P51684 | CHO-K1 CCR6 PathHunter beta-arrestin, luminescence, CCL20-stimulated | AID 493098 | inhibition, % at 20 µM | 340,000 compounds, 0.49% hits;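 active = compounds whose inhibition of the agonist-driven luminescence signal at 20 µM reaches about 50%, limit read from the data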;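 note: cells stimulated with CCL20 at 14 nM final; plate controls were DMSO with CCL20 for no effect and DMSO without agonist for full effect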
# Target sequence (P51684 whole entry, looked up): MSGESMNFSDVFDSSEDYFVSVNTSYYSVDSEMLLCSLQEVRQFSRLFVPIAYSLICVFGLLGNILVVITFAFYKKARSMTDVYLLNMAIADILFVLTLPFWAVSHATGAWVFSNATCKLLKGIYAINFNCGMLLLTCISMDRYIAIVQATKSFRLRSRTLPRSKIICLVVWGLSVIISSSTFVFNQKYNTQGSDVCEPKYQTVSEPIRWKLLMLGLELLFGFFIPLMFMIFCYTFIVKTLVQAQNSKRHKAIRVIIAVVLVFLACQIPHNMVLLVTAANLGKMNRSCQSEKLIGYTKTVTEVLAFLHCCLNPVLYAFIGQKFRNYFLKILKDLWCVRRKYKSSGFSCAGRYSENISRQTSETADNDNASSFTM
# Numbers without * were called inactive; / = no result given. Outcome played no part in choosing rows (roughly 3% active in at least one column).
cpd	mol	APJ antagonist	Gli-Sufu block	UBC13 inh	Jurkat NFkB inh	697 NFkB inh	EBI2 antag	CXCR6 inh	CCR6 antagonist
1	Cc1cc(C)c(C#N)c(SC(C(=O)NC(C)(C)C)c2ccccc2)n1 (centres undefined)	-19.8	8.8	1.0	3.5	19.8	-0.8	8.6	15.3
2	Cc1c(C(=O)OCC(=O)N2c3ccccc3CC2C)oc2ccccc12 (centres undefined)	-5.7	2.3	-1.7	-31.0	-43.9	5.5	4.1	12.4
3	Cc1cc2cc(CN(Cc3ccc4c(c3)OCO4)C(=O)c3ccco3)c(=O)[nH]c2cc1C	-8.7	0.0	-15.2	-0.1	4.4	4.9	1.7	9.5
4	O=C(COc1cc(O)c2c(=O)cc(-c3ccccc3)oc2c1)c1cccc([N+](=O)[O-])c1	0.5	-2.5	-18.6	4.2	4.5	-0.5	-6.2	7.4
5	CC(=O)Nc1ccc(S(=O)(=O)N(C)c2ccc(OCC(=O)OCC(=O)NCc3ccco3)cc2)cc1	8.0	-1.8	8.0	5.1	12.8	-5.2	-3.8	-3.3
6	CC1=C(C#N)C(C)C2=C(CC(C)(C)CC2=O)N1 (centres undefined)	-4.2	3.9	9.4	-0.4	22.8	-4.3	0.3	7.0
7	O=C(NCCCCc1ccccc1)c1ccccc1Br	7.6	2.3	-2.3	-3.0	-8.9	-9.2	4.5	13.4
8	O=C(NCCCO)c1nnc(Cc2c(F)cccc2Cl)o1	0.4	-1.0	3.6	-7.6	14.6	-13.1	-5.8	-1.3
9	Cc1cc(C)c(C(=O)NC2CC(C)(C)Cc3c2cnn3-c2ccccc2)o1 (centres undefined)	-1.1	13.8	2.0	1.0	0.2	5.6	3.8	5.9
10	COc1cccc(C(=O)NCCS(=O)(=O)NCc2ccco2)c1	2.2	-14.2	0.3	2.6	10.4	-10.5	-0.7	-10.2
11	CSc1cccc(CN2CCC(CO)(Cc3ccccc3)CC2)c1	23.0	13.7	5.1	-1.3	15.2	-11.8	-2.3	-5.1
12	CC(C)(C)C(=O)CN1C(=O)NC2(CCc3ccccc32)C1=O (centres undefined)	10.0	3.9	-0.2	-0.7	-12.5	2.1	4.0	3.9
13	O=C(NCc1cccnc1)c1ccccc1-c1ccccc1	-2.3	6.3	7.4	3.9	19.3	-1.5	7.3	17.3
14	O=C(c1ccc(-c2ccccc2)cc1)C1CCCN(C(=O)c2ccncc2)C1 (centres undefined)	-8.8	23.4	0.0	-13.4	-3.9	3.0	-0.2	11.5
15	COc1ccc(C(=O)O/N=C(\N)c2ccncc2)cc1OC	-35.6	-2.7	-6.9	-14.1	-7.3	-3.6	-13.0	-4.5
16	CC(C)NC(=O)CN1CCN(C(=O)CCl)CC1	-12.3	-9.4	-2.0	-21.4	-13.5	2.8	2.1	-3.1
17	CCCN(CC(=O)Nc1ccccc1OC)C(=O)Cc1ccccc1F	-13.6	-36.0	7.8	3.9	3.3	5.1	23.8	-7.1
18	CCOc1cccc2cc(C(=O)NCc3ccccc3)c(=N)oc12	16.5	-3.3	-1.7	10.5	2.6	5.9	2.0	14.7
19	CCC(=O)Nc1cc2c(cc1Cl)-c1ccccc1C2	/	-46.9	/	/	/	-4.7	11.8	-0.3
20	COc1ccc(S(=O)(=O)N2CCOCC2)cc1NC(=O)COc1ccccc1OC	13.1	-23.8	7.5	2.6	5.1	0.2	-5.5	2.0

# Profiles as entered above. Order of screens: APJ antagonist | Gli-Sufu block | UBC13 inh | Jurkat NFkB inh | 697 NFkB inh | EBI2 antag | CXCR6 inh | CCR6 antagonist
# COc1ccc(C(=O)O/N=C(\N)c2ccncc2)cc1OC as listed: -35.6 | -2.7 | -6.9 | -14.1 | -7.3 | -3.6 | -13.0 | -4.5
# CCOc1cccc2cc(C(=O)NCc3ccccc3)c(=N)oc12 as listed: 16.5 | -3.3 | -1.7 | 10.5 | 2.6 | 5.9 | 2.0 | 14.7
# CCCN(CC(=O)Nc1ccccc1OC)C(=O)Cc1ccccc1F as listed: -13.6 | -36.0 | 7.8 | 3.9 | 3.3 | 5.1 | 23.8 | -7.1
# CCC(=O)Nc1cc2c(cc1Cl)-c1ccccc1C2 as listed: / | -46.9 | / | / | / | -4.7 | 11.8 | -0.3
# O=C(c1ccc(-c2ccccc2)cc1)C1CCCN(C(=O)c2ccncc2)C1 (centres undefined) as listed: -8.8 | 23.4 | 0.0 | -13.4 | -3.9 | 3.0 | -0.2 | 11.5

# New compounds follow.
cpd	mol	APJ antagonist	Gli-Sufu block	UBC13 inh	Jurkat NFkB inh	697 NFkB inh	EBI2 antag	CXCR6 inh	CCR6 antagonist
21	CCOC(=O)NC(CC(=O)O)c1ccc(OC)c(OC)c1 (centres undefined)	18.2	0.6	0.9	-3.1	6.0	-5.7	-7.7	5.2
22	CC(C)N(C(=O)COC(=O)[C@H](C)NC(N)=O)c1ccccc1	10.2	40.1	12.6	8.5	14.8	-5.9	-2.1	-3.8
23	Cc1nn(CC(=O)Nc2ccccn2)c(=O)c2ccccc12	-3.5	-1.7	-1.3	5.4	-7.5	-3.9	-5.7	21.4
24	O=C(COc1ccc(Br)cc1CNC1CCCCC1)NCCc1ccccc1	19.5	5.2	18.6	5.5	8.1	9.2	-10.9	16.1
25	O=C(O)/C=C/C(=O)NCC1CCC(CNC(=O)/C=C/C(=O)O)CC1 (centres undefined)	-7.7	40.2	-3.2	-2.1	-9.6	9.1	-3.9	-10.2
26	CN(C)c1nc2c(c(=O)[nH]c(=O)n2C)n1Cc1ccccc1Br	-13.6	8.4	-1.1	-6.5	7.6	2.5	-4.6	5.5
27	CC(=O)Nc1ccc2c(c1)C(=O)N(c1ccc(C)cc1)C2=O	-5.1	-7.0	34.8	1.7	-18.9	-1.0	3.2	13.0
28	Cc1nn(Cc2ccccc2)c(C)c1C(=O)NCCN1C(=O)S/C(=C\c2ccc(F)cc2)C1=O	0.9	11.4	-7.8	-2.7	4.2	-2.5	10.7	2.4
29	CSc1nc(=O)n2cc(C)ccc2n1	-4.9	-1.4	2.9	14.2	12.7	0.3	-2.0	-7.8
30	Cc1ccccc1OCC(O)CN(Cc1ccccc1O)C1CCCCC1 (centres undefined)	-3.6	32.9	16.6	2.2	8.1	7.3	-0.7	11.3
31	O=c1c(Br)c(N2CCCC2)cnn1-c1ccccc1	-7.6	-61.6	7.1	-74.8	-67.4	-4.7	-1.0	0.1
32	CC1CCCC(NC(=O)CSc2nccn2C)C1C (centres undefined)	1.8	-6.0	-3.8	-7.4	-10.8	0.6	2.2	7.7
33	O=c1c2ccccc2cnn1Cc1ccc(Cl)c(Cl)c1	20.7	-13.0	9.7	-6.7	-0.8	5.8	-5.3	20.8
34	CN(c1ccc(C(=O)N2CCCCC2)cc1)S(=O)(=O)c1ccccc1	18.5	6.1	-7.9	-1.7	-30.9	1.1	1.1	18.9
35	Nc1c(C(=O)OCC(=O)Nc2ccc(OC(F)F)cc2)[nH]c(=O)[nH]c1=O	-12.2	10.3	-8.5	5.0	3.9	-6.3	0.0	-0.8
36	CCCCN(CC)C(=O)C1CCC(=O)N(c2ccc(OC)cc2)C1c1ccc(OC)c(OC)c1 (centres undefined)	12.7	5.7	4.3	8.1	-2.7	6.9	1.4	2.0
37	O=C(COC(=O)CCC(=O)c1ccc(Cl)cc1)NCc1ccc(F)cc1	12.5	-2.7	-5.9	3.5	-24.8	6.0	2.8	0.9
38	Cc1ccc2c(c1)N(CC(=O)N1CCN(c3ccccc3)CC1)C(=O)C(C)O2 (centres undefined)	11.8	3.4	3.2	16.8	10.8	1.3	-2.1	0.6
39	NC(=O)CC(NC(=O)c1cccc(Br)c1)c1ccc(NC2CCCCCCC2)c([N+](=O)[O-])c1 (centres undefined)	-12.9	6.9	-34.1	12.1	-20.7	-7.6	1.9	14.7
40	O=C(N/N=C\c1cccnc1)c1ccccc1O	-2.0	-11.3	-3.0	-1.6	-38.2	10.2	-0.4	4.4
41	S=C1N(c2ccccc2)C(c2cccc3ccccc23)N2CCCN12 (centres undefined)	11.8	7.7	5.1	-14.6	-22.3	0.0	11.0	3.7
42	COc1ccccc1C(=O)N/C(=C\c1cn(S(=O)(=O)N(C)C)c2ccccc12)C(=O)N1CCCC1	23.6	4.6	3.4	2.4	-5.6	-4.7	1.5	22.0
43	COc1cccc(C(c2ccccc2)N2C3CCC2CN(S(=O)(=O)c2ccc(F)cc2)CC3)c1 (centres undefined)	7.2	-6.5	-15.3	-8.2	-9.1	13.8	7.4	4.6
44	Fc1cccc(NC(=S)N2CCc3ccccc32)c1	4.0	-53.2	-1.6	-9.3	-2.7	-1.7	4.5	6.3
45	CCOc1ccc2ccccc2c1/C=N/NC(=O)CNC(=O)C(c1ccccc1)c1ccccc1	-1.4	-8.4	-9.3	-0.6	10.1	11.1	5.7	-2.3
46	Cc1ccc2nc(-c3cccc(Br)c3)cc(C(=O)NC3=NCCS3)c2c1	14.7	-9.8	13.6	-6.7	-16.6	19.4	4.8	3.4
47	CC(OC(=O)c1ccco1)C(=O)Nc1ccc(C(F)(F)F)cc1 (centres undefined)	-7.3	2.1	-10.4	-5.9	-26.3	-7.2	-7.7	1.1
48	Cc1[nH]nc(N=Cc2c(O)n(C)c(=O)n(C)c2=O)c1-c1ccccc1	-18.9	-0.4	8.0	-1.4	2.1	/	/	5.2
49	COc1ccc(C)cc1NC(=O)NNC(=O)C(C)Oc1ccc([N+](=O)[O-])cc1 (centres undefined)	16.3	8.3	4.0	2.6	4.2	8.1	9.0	4.5
50	CCN(CC)c1ccc([N+](=O)[O-])cc1C(=O)N1CCOCC1	7.6	3.1	-1.1	-15.5	-4.6	3.3	6.5	13.0
51	CCCOc1ccc(C(=O)CCCC(=O)c2ccc(OCCC)cc2)cc1	5.0	0.2	-6.3	-4.5	1.6	12.0	14.0	-1.2
52	NC(=O)COC(=O)c1ccc(-c2ccccc2)cc1	1.4	4.6	-7.7	-8.0	6.1	-3.5	-1.9	-10.8
53	CC(=O)Nc1cccc(CP(=O)(c2ccccc2)c2ccccc2)c1	-13.5	-3.7	1.1	-1.3	5.9	9.1	6.2	-2.5
54	COc1ccc(Br)cc1/C=N/N1C(=O)CSC1=S	-15.5	7.5	0.5	1.0	16.8	4.0	-8.1	-9.1
55	COC(=O)c1c(N)nc(C)n1-c1ccc(OC)cc1	3.7	2.8	-2.4	-3.0	4.4	-11.4	-21.0	13.4
56	Cc1cccc(Oc2ncnc3oc(-c4ccccc4)cc23)c1C	-1.2	4.6	-4.6	-8.7	-50.6	66.5*	-9.2	-6.8
57	O=C(CC1SC(=O)N(Cc2ccc(Cl)cc2)C1=O)Nc1nccs1 (centres undefined)	-4.5	3.2	4.5	-0.5	-1.4	-6.8	7.0	3.2
58	Cc1ccccc1N1CC(=O)Nc2c(oc3nc(-c4ccccc4)cc(C)c23)C1=O	-4.3	7.3	7.8	-0.5	38.4*	9.2	-1.0	16.9
59	CN(C)/C=C/C(=O)c1ccc([N+](=O)[O-])c(CS(=O)(=O)c2ccc(Cl)cc2)c1	-7.5	8.4	-10.1	0.6	-21.1	-8.1	0.9	4.7
60	Cc1cccc(CN2C(=O)/C(=C\c3ccc(C(=O)NCCCN4CCN(C)CC4)cc3)Oc3ccccc32)c1	29.3	/	67.8*	40.4	-12.4	11.6	5.9	/
61	CC(C)N1CCN(c2ccc(S(=O)(=O)N3CCOCC3)cn2)CC1	-23.3	12.8	0.5	7.8	20.7	-16.6	0.5	4.4
62	O=C(CCCSc1nc2ccccc2[nH]1)NCc1ccccc1	1.2	4.2	16.2	14.0	6.8	-12.8	-8.2	7.2
63	COc1ccccc1N1CCN(C(=O)c2cc(=O)c3ccc(C)cc3o2)CC1	-6.2	1.2	-5.2	10.4	0.8	43.4	-2.4	4.9
64	COc1ccc2c(c1)C1OCCC1C(c1ccco1)N2 (centres undefined)	-2.2	-79.0	41.4	-70.9	-75.8	-4.8	-1.8	3.2
65	CCOc1ccccc1C(=O)NCC(=O)NCC(c1ccco1)N1CCCCC1 (centres undefined)	4.7	9.5	-6.7	3.6	-4.6	-3.8	-6.2	-3.3
